IL-1B inflam inh = blocks inflammasome-driven IL-1 beta release | THP-1 LPS/ATP IL-1B secretion, AlphaLISA, 16 h; stronger effect = lower value | activity change, % at 57.5 µM | 360,000 tested, 4.7% active; in the data active = activity change below about -50%; inconclusive = mostly about -30% to -49%; also: % is scaled to controls: 0 for no effect and ±100 for the full control effect
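THP-1 cells pretreated 1 hr with compounds (up to 57.5 uM final), then stimulated with LPS (250 ng/mL final) plus ATP (1.25 mM final); secreted IL-1B measured by AlphaLISA after 16 hr, decreased signal indicating inhibition.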
SW480 rereplic = DNA re-replication induction in SW480 cells; SW480 DNA re-replication, Hoechst DNA content imaging, 48 h; 340,000 tested, 1.8% active; Potency, µM (series often up to 46.1 µM), without a hit: at the highest dose re-replication activation, most hits filed as activators; also: potency is read from the fitted curve at half-maximal effect; % of control where 0% means no effect; nearly all actives have a fitted effect of over 55% in size
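Readout is total intensity of Hoechst-stained nuclei, excited at 405 nm and collected at 500-530 nm. Compound treatment lasted 48 hr at 37 C in 5% CO2 before staining.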
KB-3-1 cytotox = KB-3-1 parental cell cytotoxicity; KB-3-1 viability, CellTiter-Glo ATP luminescence, 72 h; Potency, µM (top dose mostly 46.1 µM), for the others: at the highest dose activity change, negative = cytotoxic, most hits filed as cytotoxic; 400,000 tested, 1.4% active; AID 1347075; also: potency is read from the fitted curve at half-maximal effect; % is scaled to controls: 0 for no effect and ±100 for the full control effect; nearly all actives have a fitted effect of over 60% in size
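Parental KB-3-1 adenocarcinoma cells in phenol-red-free DMEM with 10% FBS were pin-treated with compounds at several concentrations, incubated 72 h at 37 °C, and viability read by CellTiter-Glo luminescence; concentration-effect curves were fitted after normalization.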
KB-V1 MDR tox = kills drug-selected multidrug resistant KB-V1 cells. KB-V1 MDR cells viability, CellTiter-Glo, 72 h. Potency, µM (highest dose often 46.1 µM), for the others: at the highest dose activity change, negative = cytotoxicity, usual class: cytotoxic. 400,000 tested, 3.4% active; also: potency is read from the fitted curve at half-maximal effect; % is scaled to controls: 0 for no effect and ±100 for the full control effect; nearly all actives have a fitted effect of over 60% in size
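Luminescent ATP read-out (CellTiter-Glo, 10 min) measures survival of drug-selected KB-V1 MDR cells after 72 h, 37 degrees C compound exposure. Medium: phenol-red-free DMEM, 10% FBS. Values from fitted concentration-response curves.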
HT1080 IDH1KD tx = toxicity to HT-1080 IDH1 knockdown cells (counter line). HT-1080 IDH1 knockdown viability, ATP luminescence, 48 h. Potency, µM (series often up to 46.1 µM), for the others: at the top dose activity, negative = toxicity, usual class: cytotoxic. 360,000 tested, 2% active. AID 686971;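 also: potency is read from the fitted curve at half-maximal effect; 0% = DMSO wells and -100% = cell-free medium wells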
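In this qHTS, HT-1080 cells depleted of IDH1 are exposed for 48 h at 37 °C to compound titrations. Toxicity is scored from CellTiter-Glo luminescence, with DMSO as full viability and medium alone as none.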
DRD3 agonist = agonists of human D3 dopamine receptor | P35462 | D3R DiscoveRx beta-arrestin cells, luminescence, 90 min | max activation, % | 410,000 tested, 0.58% active | AID 652048; in the data active = max activation above about 30%; also: 0% is about no effect; mostly tested at two doses, the higher about 12 µM
Target sequence (P35462 whole entry, looked up): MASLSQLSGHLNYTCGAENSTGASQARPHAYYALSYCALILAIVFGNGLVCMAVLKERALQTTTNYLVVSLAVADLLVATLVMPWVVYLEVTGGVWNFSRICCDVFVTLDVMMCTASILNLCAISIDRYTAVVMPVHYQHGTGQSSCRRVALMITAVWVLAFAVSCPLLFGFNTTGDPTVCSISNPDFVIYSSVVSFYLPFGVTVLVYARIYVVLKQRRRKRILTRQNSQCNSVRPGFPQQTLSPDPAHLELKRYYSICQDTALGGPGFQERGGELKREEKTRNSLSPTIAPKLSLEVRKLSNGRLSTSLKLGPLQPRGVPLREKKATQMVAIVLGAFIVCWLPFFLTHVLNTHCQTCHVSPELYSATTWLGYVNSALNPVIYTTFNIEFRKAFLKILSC
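Cells at 1500/well, incubated overnight, then treated with pinned compounds (dopamine as control) for 90 min at 37 degrees C. DiscoveRx reagent added for 30 - 60 minutes at room temperature; luminescence read.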
MCF10A rerep = induces DNA re-replication in MCF 10a normal breast cells. MCF 10A DNA re-replication, Hoechst nuclear intensity, 48 h. Potency, µM (doses to about 46.1 µM), for the others: at the highest dose activity, positive = re-replication, usual class: activators. 350,000 tested, 2.9% active. AID 624296; also: potency is read from the fitted curve at half-maximal effect; % of control where 0% means no effect; nearly all actives have a fitted effect of over 50% in size
HT1080-NT tox = kills 2HG-producing HT-1080-NT fibrosarcoma cells; HT-1080-NT fibrosarcoma viability, CellTiter-Glo ATP luminescence, 48 h; Potency, µM (doses to about 46.1 µM), for the others: at the top dose activity, negative = less viability, most hits filed as cytotoxic; 360,000 tested, 1.6% active;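 also: NT is the 2HG producing partner of a matched IDH1 knockdown line; potency is read from the fitted curve at half-maximal effect; 0% = DMSO-treated cells and -100% = media-only wells without cells; nearly all actives have a fitted effect of over 55% in size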
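Toxicity toward the 2HG-producing NT line was scored as %Activity, normalised to DMSO and no-cell wells, from CellTiter-Glo luminescence after 48 hours' treatment.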
GLP1R cytotox = cytotoxicity counter-screen for GLP-1 receptor inverse agonists; HEK293 cAMP-luciferase reporter cells, luminescence, 24 h; Potency, µM (series often up to 38.3 µM), without a hit: at the top dose activity change, negative = inhibition, hits mostly inhibitors; 410,000 tested, 0.13% active; AID 624418;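 also: loss of luciferase light is scored as toxicity; potency is read from the fitted curve at half-maximal effect; % is scaled to controls: 0 for no effect and ±100 for the full control effect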
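Quantitative HTS format, 1536 wells, 200 cells/uL seeded. Compounds: 23 nL, 24 h, 37 °C. Detection: luciferase reagent, luminescence at 12 min RT; decreased signal taken as cytotoxic.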
Starred values were filed as active, the others as inactive; ? = inconclusive; . = not tested or not shown; [ ] = dose if it differs, or a comment. Unless noted, calls follow the shape of the dose curve; as a rule, active = well fitted curve in the direction sought with a large enough effect; inconclusive = small, poorly fitted or top-dose-only effect, or another doubt; inactive = no such curve, though single readings can be large; an effect the other way counts as inactive or inconclusive.

SMILES	IL-1B inflam inh	SW480 rereplic	KB-3-1 cytotox	KB-V1 MDR tox	HT1080 IDH1KD tx	DRD3 agonist	MCF10A rerep	HT1080-NT tox	GLP1R cytotox
O=C(Nc1cc(S(=O)(=O)N2CCCCC2)ccc1N1CCCCC1)c1ccncc1	-25	-19%	11%	?	2%	3	2%	0%	3%
O=S1(=O)C[C@H](N2CCC(Cc3ccccc3)CC2)[C@@H](COCc2ccccc2)N1	32	.	0%	9%	-6%	-1	.	-3%	5%
COc1ccc(NC(=S)NNC(=O)c2ccc(S(=O)(=O)N3CCOCC3)cc2)cc1	6	-80%[inhibitor]	-1%	?	7%	-1	1%	0%	15%
CCOc1ccc(CCNC(=O)c2cccc(S(=O)(=O)N3CCN(C(C)=O)CC3)c2)cc1OCC	-4	-3%	0%	-8%	2%	2	13%	3%	0%
COc1ccc(NC(=O)Nc2ccc3nsnc3c2)cc1	?	0%	9%	0%	21%	2	2%	0%	1%
Cc1ccc(S(=O)(=O)c2ccc(-n3nc(C)cc3N)cc2)cc1	-9	2%	-6%	0%	-13%	0	3%	-13%	-11%
Cc1ccc(S(=O)(=O)Nc2c(C)n(C)n(-c3ccccc3)c2=O)cc1C(=O)NCc1ccccn1	7	-5%	7%	8%	0%	3	-1%	4%	-11%
CCOc1ccc(CNC(=S)N/N=C/c2cccnc2)cc1	0	-2%	12%	-1%	5%	-4	13%	4%	?
Clc1ccc(C2=Nn3c(nnc3-c3n[nH]c4c3CCC4)SC2)cc1Cl	27	?	?	4.6µM*	?	2	?	-29%	?
COC(=O)c1sccc1NC(=O)CSc1ccc(Cl)cc1	-7	5%	1%	23µM*	8%	-2	19%	20%	-1%
CCOc1cc(S(=O)(=O)NCCc2c(C)[nH]c3ccc(C)cc23)ccc1F	.	.	-4%	6%	.	9	.	.	-2%
O=C(COC(=O)c1ccc[nH]c1=O)NCCCc1ccccc1	4	?	15%	?	1%	-3	14%	-4%[9.24 µM]	14%
O=C(Nc1ccccc1)Nc1nnc(Cc2ccc([N+](=O)[O-])cc2)s1	14	?	8%	?	10%	14	1%	3%	11%
CCOc1ccc(C2C(C(=O)O)CCC(=O)N2C2CCCCC2)cc1 (stereo not drawn)	6	0%	2%	14%	13%	1	1%	10%	14%
CC(=O)Nc1ccc(NS(=O)(=O)c2ccc3c(c2)n(C)c(=O)n3C)cc1	-4	-2%	0%	1%	-3%	1	-2%	-16%	2%
CN(C(=O)Nc1ccccc1)C1CCS(=O)(=O)C1 (stereo not drawn)	34	-3%	10%	13%	9%	8	-1%	18%	5%
COc1cc([N+](=O)[O-])ccc1NC(=O)COC(=O)c1ccc(NC(N)=O)cc1	23	-15%	13%	11%	17%	-7	5%	?	1%
CC(C)Cc1nc2n[nH]c(N)c2c2c1COC(C)(C)C2	3	-7%	-2%	-22%	-1%	2	-3%	4%	-3%
CCN(CC)CCN(Cc1cc2cccc(C)c2[nH]c1=O)C(=S)Nc1ccccc1	-80*	-2%	1%	-15%	-20%	-5	1%	-11%	1%
Cc1ccc(NC(=O)c2nc[nH]c2C(=O)NCCCCCNC(=O)OC(C)(C)C)cc1	-62*	-3%	?	?	-28%	9	?	?	4%
O=C(CSc1nnc(NC(=O)C2CC2)s1)NCc1cccs1	28	-5%	0%	17%	14%	3	3%	18%	-5%
COc1ccc2oc(C(=O)C3CC3)c(N)c2c1	-2	-5%	4%	-2%	-7%	0	-3%	3%	-2%
CCCCN(CCCC)Cc1cc(=O)oc2cc(OC)c(Cl)cc12	-4	.	0%	2%	3%	12	.	5%	-5%
CNC[C@@H]1OCc2ccccc2-c2c(n(C)c3ccccc23)C(=O)N([C@H](C)CO)C[C@@H]1C	-18	.	-2%	1%	2%	-6	.	-21%	-8%
Cc1ccc(S(=O)(=O)N2CCCCCC2)cc1[N+](=O)[O-]	-7	-79%[inhibitor]	6%	-4%	4%	-2	?	0%	0%
N#Cc1cccc(NC(=O)COc2ccc(-n3ccnc3)cc2)c1	?	-4%	?	-11%	-23%	-7	0%	4%	1%
COc1ccc(-c2c(-c3ccc(O)cc3O)n[nH]c2C(F)(F)F)cc1	-4	12µM*	-21%	18%	?	-1	?	?	-14%
CCOC(=O)CN1C(=O)C(O)(CC(=O)c2ccco2)c2ccccc21 (stereo not drawn)	10	12%	?	?	23%	0	?	11%	11%
COc1cc([N+](=O)[O-])ccc1NC(=S)NNC(=O)c1ccc2c(c1)OCO2	10	?	3%	7%	?	-9	-1%	?	?
COc1ccc(S(=O)(=O)N(C)CC(=O)NCc2ccccn2)cc1	-20	1%	4%	-23%	3%	-6	1%	1%	-3%
COCCOc1ccc(C(F)(F)F)cc1NC(=O)c1ccc(C(F)(F)F)cc1	0	.	2%	-31%	-12%	-1	3%	-3%	26%
COc1ccc(S(=O)(=O)NNC(=O)c2ccc(-n3c(C)ccc3C)cc2)cc1	-10	2%	10%	24%	6%	-9	1%	9%	1%
S=C(Nc1ccccc1)N1CCC(C2CCN(C(=S)Nc3ccccc3)CC2)CC1	-7	-7%	0%	0%	4%	-3	2%	9%	2%
COc1ccccc1-c1nc2c(c(SCc3cccc(Cl)c3)n1)Cc1c(CO)cnc(C)c1O2	.	.	2%	-16%	.	-1	.	.	-1%
Cc1oc(-c2ccc(C(=O)NCc3ccc(Cl)cc3)cc2)nc1CS(=O)(=O)c1ccccc1	.	.	-12%	-9%	.	16	.	.	0%
Cc1ccc(S(=O)(=O)CCC(=O)OCc2ccc(S(=O)(=O)C(C)C)cc2)cc1	16	-119%[inhibitor]	2%	15%	4%	2	0%	1%	-5%

Quoted at random: four records from the list.
SMILES	IL-1B inflam inh	SW480 rereplic	KB-3-1 cytotox	KB-V1 MDR tox	HT1080 IDH1KD tx	DRD3 agonist	MCF10A rerep	HT1080-NT tox	GLP1R cytotox
COCCOc1ccc(C(F)(F)F)cc1NC(=O)c1ccc(C(F)(F)F)cc1	0	.	2%	-31%	-12%	-1	3%	-3%	26%
COc1ccc(S(=O)(=O)N(C)CC(=O)NCc2ccccn2)cc1	-20	1%	4%	-23%	3%	-6	1%	1%	-3%
N#Cc1cccc(NC(=O)COc2ccc(-n3ccnc3)cc2)c1	?	-4%	?	-11%	-23%	-7	0%	4%	1%
S=C(Nc1ccccc1)N1CCC(C2CCN(C(=S)Nc3ccccc3)CC2)CC1	-7	-7%	0%	0%	4%	-3	2%	9%	2%

Next section:
SMILES	IL-1B inflam inh	SW480 rereplic	KB-3-1 cytotox	KB-V1 MDR tox	HT1080 IDH1KD tx	DRD3 agonist	MCF10A rerep	HT1080-NT tox	GLP1R cytotox
CCOc1ccc(-n2c(SCC(=O)Nc3ccc(Br)cc3)nc3n[nH]c(C)c3c2=N)cc1	-1	?	2%	3%	16µM*	2	15µM*	15µM*	-4%
O=C(CCNC(=O)c1ccco1)NCCc1ccc(Cl)cc1	-5	0%	25%	-3%	-1%	-12	14%	-1%	11%
CCOc1ccc(NC(=O)/C=C/c2ccc(OC)cc2)c([N+](=O)[O-])c1	-13	-7%	8%	11%	8%	13	1%	14%	5%
COCCNC(=O)CN1CCC(n2c(C)nc3cc(C(F)(F)F)ccc32)CC1	-5	-10%	-15%	-8%	1%	-9	-2%	-3%	0%
O=C(NCc1cccnc1)C(=O)N/N=C/c1ccc([N+](=O)[O-])cc1	2	-16%	-2%	-11%	0%	-5	-1%	19%	-14%
O=C(NCCc1ccccc1)C(=O)NCC1OCCN1S(=O)(=O)c1cc(F)ccc1F (stereo not drawn)	-18	-5%	3%	?	5%	3	6%	-1%	2%
CO[C@@H]1O[C@@H]2COC(c3ccccc3)O[C@@H]2[C@@H](OC)[C@@H]1O (stereo partly drawn)	7	0%	7%	23%	4%	1	?	4%	3%
C=CCNC(=O)C1CCN(c2nc(C)cc(-c3ccccc3)n2)CC1	-10	-4%	0%	-8%	-22%	17	6%	-3%	13%
O=S(=O)(NCC(c1cccnc1)N1CCN(c2ccccc2)CC1)c1cc(F)ccc1F (stereo not drawn)	-12	2%	5%	3%	-20%[9.24 µM]	0	1%	-20%	3%
O=C(NC(=S)NNC(=O)c1cnccn1)c1ccc(Cl)cc1	20	12%	-29%	-27%	?	11	0%	-18%	-9%
COc1ccccc1CNC(=O)c1ccc2c(c1)N(Cc1cccc(C)c1)C(=O)c1ccccc1S2(=O)=O	.	.	0%	-1%	.	4	.	.	-7%
CC1=C(C(=O)OC2CCCC2)C(c2coc3ccccc3c2=O)C2=C(CCCC2=O)N1 (stereo not drawn)	-12	0%	-4%	7%	9%	4	6%	-6%	-24%
CC1=NN(C(=O)c2ccccc2Cl)C(O)(c2cccnc2)C1 (stereo not drawn)	-7	4%	0%	?	7%	-2	3%	12%	-17%
Cc1cccc(C)c1NC(=O)N1CCCCCCC1	7	-10%	-7%	-8%	10%	-4	-2%	0%	10%
O=C(OCC(=O)N1CCCc2ccccc21)c1cc(Cl)ccc1O	16	-6%	-6%	0%	20%	2	1%	16%	-17%
COc1cccc(CN2CCNC(=O)C2CC(=O)NCCOc2cccnc2)c1OC (stereo not drawn)	-18	2%	5%	23%	3%	3	2%	0%	-23%
CSc1ccccc1C(=O)Nc1cccc(C(C)=O)c1	-2	?	6%	?	-6%	-9	?	7%	4%
Cc1ccc(-c2nnc(SCC(=O)N/N=C/c3ccc(C)s3)n2-c2ccc(C)cc2)cc1	-25	.	?	?	-25%	-5	?	-27%	10%
CCc1cccc(C)c1NC(=O)c1cc(S(=O)(=O)N(C)Cc2ccccc2)ccc1F	.	.	-6%	?	.	-21	.	.	0%
O=C(c1ccc(Cl)c(Cl)c1)N1CCC(=O)N([C@H](COCc2ccc(Cl)cc2)Cc2ccccc2)CC1	-67*	.	?	21µM*	26µM*	2	.	?	-16%

Bioassay records deposited in PubChem BioAssay by National Center for Advancing Translational Sciences (NCATS).
